# Source: PubChem BioAssay
# Tb PGK inh: qHTS Assay to Find Inhibitors of Phosphoglycerate Kinase; Phosphoglycerate kinase, glycosomal (Trypanosoma brucei brucei), P07378; PGK/GAPDH coupled, Kinase-Glo luminescence, 60 min; Potency, µM (series often up to 57.5 µM), for the others: at the highest dose activity change, negative = inhibition, usual class: inhibitors; actives 0.043% (n = 380,000); AID 602233, 2012; note: % is set by controls: 0 for no effect and ±100 for the full control effect; nearly all actives have a fitted effect of over 60% in size
# Target sequence (P07378 whole entry, looked up): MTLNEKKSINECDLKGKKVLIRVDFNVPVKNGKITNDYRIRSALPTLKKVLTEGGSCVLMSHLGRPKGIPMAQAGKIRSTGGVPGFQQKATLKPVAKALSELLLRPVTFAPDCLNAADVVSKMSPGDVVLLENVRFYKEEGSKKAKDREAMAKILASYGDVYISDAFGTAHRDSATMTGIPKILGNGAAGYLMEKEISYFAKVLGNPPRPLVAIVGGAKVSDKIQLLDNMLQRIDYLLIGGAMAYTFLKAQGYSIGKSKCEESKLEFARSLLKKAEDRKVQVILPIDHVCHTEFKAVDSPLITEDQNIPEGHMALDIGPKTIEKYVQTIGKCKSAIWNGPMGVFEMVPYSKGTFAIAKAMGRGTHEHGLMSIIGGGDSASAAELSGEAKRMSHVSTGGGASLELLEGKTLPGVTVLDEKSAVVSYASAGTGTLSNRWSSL
#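 Recombinant glycosomal PGK reaction used 1,3-bisphosphoglycerate generated in-well by GAPDH (100nM final) in 100mM TEA pH 7.6, 5mM MgCl2, 0.01% Tween-20. After 60 minutes at room temperature, ATP was read by Kinase-Glo Plus luminescence end-point.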
# G9a block: qHTS Assay for Inhibitors of Histone Lysine Methyltransferase G9a; G9a H3K9 monomethylation, AlphaScreen, 2 h; Potency, µM (titrated, usually from 102 µM), for inactives: top-dose activity, negative = inhibition, usual class: inhibitors; actives 8.8% (n = 350,000); note: % is set by controls: 0 for no effect and ±100 for the full control effect; nearly all actives have a fitted effect of over 75% in size
# Target sequence (Q96KQ7 913-1193 limits assumed): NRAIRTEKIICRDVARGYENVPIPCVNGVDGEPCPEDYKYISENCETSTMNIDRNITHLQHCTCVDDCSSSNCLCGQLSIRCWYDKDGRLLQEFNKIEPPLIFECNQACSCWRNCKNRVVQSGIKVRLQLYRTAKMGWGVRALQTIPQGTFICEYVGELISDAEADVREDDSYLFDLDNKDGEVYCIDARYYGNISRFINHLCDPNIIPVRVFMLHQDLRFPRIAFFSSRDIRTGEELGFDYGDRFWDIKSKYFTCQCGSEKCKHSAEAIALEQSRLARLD
#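 Quantitative HTS format: methyltransferase activity on a biotin-tagged H3K9 peptide is measured by AlphaScreen, using a rabbit anti-monomethyl-H3K9 antibody with streptavidin donor and anti-IgG acceptor beads. Final levels are 20 nM enzyme, 500 nM peptide, 20 uM SAM; 2 h RT.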
# GLS inhibitor: qHTS for Inhibitors of Glutaminase (GLS) | Glutaminase kidney isoform, mitochondrial (Homo sapiens), O94925 | GLS enzymatic activity, qHTS titration | Potency, µM (titrated, usually from 45.5 µM), inactives show at the highest dose activity change, negative = inhibition, actives largely listed as inhibitors | actives 0.21% (n = 410,000); note: % is set by controls: 0 for no effect and ±100 for the full control effect
#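 Glutamate formation by hKGA was monitored fluorometrically using coupled glutamate oxidase, HRP and Amplex Red. Substrate was added as 1 mM L-glutamine solution; incubation was 30 min at RT after an initial read.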
# Pin1 inh: qHTS Assay to Find Inhibitors of Pin1 | AID 504891, 2011 | Pin1 FP peptide displacement, HiFluor488, 10 min | Potency, µM (top dose mostly 115 µM), for the others: at the highest dose activity, negative = inhibition, actives largely listed as inhibitors | actives 0.009% (n = 390,000) | Peptidyl-prolyl cis-trans isomerase NIMA-interacting 1 (Homo sapiens), Q13526; active = well fitted inhibition curve with a large enough effect in the polarisation, with a control signal flat, not every such curve was filed as active; inconclusive = small, poorly fitted or top-dose-only effect, or effect the other way, or a change in a side signal; inactive = no such curve, though single readings can be large or run the other way; the % refers to the polarisation; note: % is set by controls: 0 for no effect and ±100 for the full control effect
# Target sequence (Q13526 whole entry, looked up): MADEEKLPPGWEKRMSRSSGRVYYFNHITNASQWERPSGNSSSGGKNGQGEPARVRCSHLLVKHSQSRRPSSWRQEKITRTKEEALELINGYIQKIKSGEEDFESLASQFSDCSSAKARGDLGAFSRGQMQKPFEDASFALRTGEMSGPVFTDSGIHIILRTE
# Pol iota inh: qHTS for Inhibitors of Polymerase Iota; DNA polymerase iota (Homo sapiens), Q9UNA4; actives 1% (n = 390,000); Pol iota fluorescent replication assay, 10 min; Potency, µM (top dose mostly 115 µM), without a hit: at the top dose activity, negative = inhibition, hits mostly inhibitors; AID 588590, 2011
#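 Pol iota at 10 nM preincubated 15 min with compounds at room temperature; reaction started with fluorescent substrate, 50 nM final. Fluorescence read kinetically at 0 and 10 min; buffer-only wells as negative control.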
# BLM inh: qHTS Assay for Inhibitors of Bloom's syndrome helicase (BLM) | recombinant BLM DNA unwinding, fluorescence dequenching | AID 2528, 2010 | actives 0.2% (n = 350,000) | RecQ-like DNA helicase BLM (Homo sapiens), P54132 | Potency, µM (highest dose often 56.1 µM), for the others: at the highest dose activity change, negative = inhibition, usual class: inhibitors;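 note: plate controls were vehicle for no effect and no enzyme for full effect; nearly all actives have a fitted effect of over 35% in size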
# JMJD2A Tudor inh: qHTS Assay for Inhibitors of JMJD2A-Tudor Domain. Lysine-specific demethylase 4A (Homo sapiens), O75164. AlphaScreen JMJD2A-Tudor / H3K4me3 peptide binding. Potency, µM (doses to about 114 µM), without a hit: at the highest dose activity change, negative = inhibition, usual class: inhibitors. actives 4.4% (n = 390,000); note: % is set by controls: 0 for no effect and ±100 for the full control effect; nearly all actives have a fitted effect of over 50% in size
# HP1b chromo inh: HTS for Inhibitors of HP1-beta Chromodomain Interactions with Methylated Histone Tails. actives 0.56% (n = 390,000). AID 540317, 2011. AlphaScreen HP1-beta / biotin-H3K9me3 peptide binding. Chromobox protein homolog 1 (Homo sapiens), P83916. Potency, µM (highest dose often 114 µM), inactives show top-dose activity change, negative = inhibition, actives largely listed as inhibitors; note: nearly all actives have a fitted effect of over 70% in size; inactives centre near 23
# Target sequence (P83916 whole entry, looked up): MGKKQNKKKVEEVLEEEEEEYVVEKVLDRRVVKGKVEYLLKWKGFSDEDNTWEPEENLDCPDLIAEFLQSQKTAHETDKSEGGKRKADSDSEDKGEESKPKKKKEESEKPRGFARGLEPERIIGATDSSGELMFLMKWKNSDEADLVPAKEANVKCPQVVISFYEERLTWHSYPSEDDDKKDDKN
#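 HP1-beta protein (50 nM final) preincubated 30 min at room temperature with biotinylated H3(1-18)K9me3 peptide (50 nM) in PBS pH 7.4, 0.01% Tween-20, then compound added for 30 min. AlphaScreen streptavidin donor/nickel chelate acceptor beads (10 ug/mL final), 30 min dark, luminescence read.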
# BAZ2B block: qHTS Assay for Inhibitors of BAZ2B. Bromodomain adjacent to zinc finger domain protein 2B (Homo sapiens), Q9UIF8. AlphaScreen BAZ2B-H3K14Ac peptide displacement. Potency, µM (titrated, usually from 114 µM), for the others: at the top dose activity change, negative = inhibition, hits mostly inhibitors. actives 4.4% (n = 360,000); note: % is set by controls: 0 for no effect and ±100 for the full control effect; nearly all actives have a fitted effect of over 60% in size
#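 In this displacement format the biotinylated H3(5-23) peptide acetylated at Lys14 serves as ligand at 50 nM, with BAZ2B at 50 nM in PBS pH 7.4 containing 0.01% Tween-20. Donor and acceptor beads are 10 ug/mL final.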
# The depositor's hits bear a star; i = inactive; ? = inconclusive; . = no result given; & = joins results of further samples; [ ] = dose if it differs, or a comment. Unless noted, calls come from the whole dose curve; as a rule, active = well fitted curve in the direction sought with a large enough effect; inconclusive = small, poorly fitted or top-dose-only effect, or another doubt; inactive = no such curve, though single readings can be large; an effect the other way counts as inactive or inconclusive. Potency is the fitted concentration of half-maximal effect.
Tb PGK inh,G9a block,GLS inhibitor,Pin1 inh,Pol iota inh,BLM inh,JMJD2A Tudor inh,HP1b chromo inh,BAZ2B block,smiles
-2%,32µM*,8%,0%,-8%,0%,3.5µM*,?,28µM*,CCN(CC)C(=O)C1CCCN(Cc2sccc2C)C1 (configuration not stated)
i,-6%,-2%,-2%,13%,-1%,-13%,49%[activator],-7%,CCCCN1C2CCCC1CC(NC(=O)c1cccc(Cl)c1)C2 (configuration not stated)
.,13µM*,3%,-2%,?,-3%,?,-19%,-37%,Nc1ccc2oc(Cc3ccc(Cl)cc3)nc2c1
i,-9%,-2%,1%,-8%,1%,12%,35%[activator],-3%,Cc1cccc(CS(=O)(=O)c2ncc(Cl)c(C(=O)NCc3ccc4c(c3)OCO4)n2)c1
-12%,-18%[59 µM],-7%,-10%,0%,-2%,-1%,41%[activator],6%,O=C(O)c1cccc(S(=O)(=O)N2Cc3ccccc3C2)c1
.,5%[59 µM],-5%,-13%,-11%,-9%,-1%,22%,-12%,O=C(c1cccc(-n2cnnn2)c1)N1CCOCC1
-9%,-30%[12.7 µM],7%,-13%,-2%,-2%,-10%,15%,7%,S=C(Nc1ccc(Br)cc1)N1CCN(C2CCCCC2)CC1
-11%,3%[59 µM],-5%,41%[activator],2%,5%,-17%[57.1 µM],31%,-7%,CC(OC(=O)c1ccc(Cl)c(S(=O)(=O)N2CCc3ccccc32)c1)C(=O)Nc1ncc(Cl)cc1Cl (configuration not stated)
-5%,-15%,2%,1%,12%,.,-19%,6%,9%,O=C(CN1C(=O)NC2(CCCC2)C1=O)OCCOc1ccc(Cl)cc1Cl
-22%,45µM*,7%,0%,?,?,56µM*,?,25µM*,N#Cc1ccccc1CN1C(=O)S/C(=C/c2cccn2-c2cccc(C(=O)O)c2)C1=O
-1%,.,0%,2%,-14%,4%,-19%,3%,-35%,O=C(N/C=C\n1cnc2cc(C(F)(F)F)ccc21)c1ccc([N+](=O)[O-])cc1
i,-60%[59 µM],-7%,-1%,15%,-2%,-11%,29%,2%,COc1ccc(C(=O)N=c2sc3cc(Cl)ccc3n2C)cc1
i,-14%[59 µM],-1%,10%,-2%,0%,2%[57.1 µM],47%,3%,Nc1cc(C(F)(F)F)cc2c1SCC(=O)N2
-1%,-26%,0%,1%,0%,1%,-13%,22%,-2%,CCc1nnc(NC(=O)NC(C)(C)C)s1
-5%,10%[59 µM],-2%,0%,22%,1%,-14%,32%,1%,CN1CCN(c2ccc(S(=O)(=O)N3CCCCC3)cc2NC(=O)c2ccc(C#N)cc2)CC1

# Next section; it opens with the three that closed the last part.
Tb PGK inh,G9a block,GLS inhibitor,Pin1 inh,Pol iota inh,BLM inh,JMJD2A Tudor inh,HP1b chromo inh,BAZ2B block,smiles
i,-14%[59 µM],-1%,10%,-2%,0%,2%[57.1 µM],47%,3%,Nc1cc(C(F)(F)F)cc2c1SCC(=O)N2
-1%,-26%,0%,1%,0%,1%,-13%,22%,-2%,CCc1nnc(NC(=O)NC(C)(C)C)s1
-5%,10%[59 µM],-2%,0%,22%,1%,-14%,32%,1%,CN1CCN(c2ccc(S(=O)(=O)N3CCCCC3)cc2NC(=O)c2ccc(C#N)cc2)CC1
-1%,18%[12.7 µM],24%,-2%,25%,-2%,-24%,24%,-15%,C=C(C)CNC(=S)N/N=C/c1ccco1
-12%,.,-9%,-3%,-11%,-7%,-11%,43%[activator],1%,CC(=O)c1cccc(NC(=O)NC2CCCCCCC2)c1
-9%,?,-15%,13%,-9%,-6%,?,12%,45µM*,COC(=O)c1[nH]c2cc(C)ccc2c1NC(=O)CN1CCCc2ccccc21
-9%,10%[59 µM],-6%,-2%,0%,.,-23%,8%,-26%,CC(NC(=O)c1ccc(S(=O)(=O)NCc2ccco2)cc1)c1ccc(F)cc1 (configuration not stated)
-2%,-11%[59 µM],-2%,-1%,10%,2%,-13%,33%,0%,COc1ccc(NC(=O)CC2C(=O)N(c3ccc(OC)cc3)C(=O)N2CCN2CCN(C)CC2)cc1 (configuration not stated)
5%,?,-16%,-17%,60%[activator],-6%,-3%[11.4 µM],13%,.,CC(C)C1Nc2c(C(=O)O)cccc2C(Nc2ccccc2C(=O)O)C1(C)C (configuration not stated)
-1%,-6%,-3%,-6%,10%,1%,-1%,23%,-3%,O=C(Nc1ccccc1C(F)(F)F)c1cc(-c2cccc(O)c2)on1
-8%,40µM*,1%,-4%,-3%,9%,-12%,18%,-35%,CCCS(=O)(=O)Nc1c(C(=O)O)[nH]c2ccccc12
-5%,0%[12.7 µM],7%,-7%,2%,-2%,17%,34%,-3%,CCOC(=O)C1CCN(C(=O)COc2ccc(Cl)cc2Cl)CC1
0%,-5%,3%,1%,7%,-4%,5%,62%[activator],-14%,CCOC(=O)Cn1nc(C)c(NC(=O)CCc2ccccc2)c1C
1%,-50%,1%,-7%,10%,.,-8%,28%,-6%,COc1ccc(C(CNS(=O)(=O)c2ccccc2)N2CCN(C)CC2)cc1 (configuration not stated)
.,12%[59 µM],1%,-3%,-8%,-6%,-10%,38%[activator],13%,CCOC(=O)c1cc(CC)sc1NC(=O)c1ccc(N2C(=O)CCC2=O)cc1
-7%,-28%,?,-2%,11µM*,-8%,-5%,35%,-11%,COc1ccc(/C=N/Nc2nnc(C)n2N)cc1OC
3%,-2%[2.33 µM],4%,-8%,-8%,.,-3%,51%[activator],38%[activator],C=C(C(=O)Nc1ccccc1)c1ccc(C)cc1
-9%,27%,-4%&1%,-4%&-3%,11%&5%,-5%&-1%,-12%&-15%,30%&33%,-1%&-4%,COc1cc2c(cc1OC)CN(C(=O)Nc1ccccc1)CC2
0%,26%[0.501 µM],0%,-11%,19%,6%,0.79µM*,50µM*,32µM*,CC(=O)c1cccc(OCC(O)CNCC2COc3ccccc3O2)c1 (configuration not stated)
5%,-8%,0%,-1%,7%,1%,-7%,33%,3%,COCC(=O)NC1CCN(S(=O)(=O)c2ccc(C(=O)O)cc2)CC1
-8%,13µM*,-10%,15%,0%,-2%,1%[57.1 µM],72%[activator],-2%,CCOc1ccc2nc(SC3CC(=O)N(c4ccc(OC)cc4)C3=O)sc2c1 (configuration not stated)
i,?,2%,6%,?,.,-1%,28%,-16%,COc1ccccc1C(=O)NC(=O)COC(=O)c1ncc(Cl)c(Cl)c1Cl
0%,43%[activator][59 µM],-7%,2%,3%,5%[12.4 µM],-11%,31%,-2%,CCOC(=O)CN1C(=O)N(CC)C(C)=C(C(=O)OC)[C@@H]1c1ccccc1
-2%,-25%,1%,0%,71%[activator],2%,2%,16%,-14%,COc1nc(-c2ccccc2)nc(C)c1CC(=O)O
-2%&-3%,-9%,0%&-1%,0%&1%,10%&-9%,2%&-4%,-18%&6%,26%&22%,-1%&3%,COCCCNC(=O)c1cc2c(=O)n3cccc(C)c3nc2s1
-9%,-10%,31%[activator],?,53%[activator],0%,-4%,25%,3%,CCc1nc2scc(-c3ccc(C)cc3)c2c(=O)n1N
-5%,-5%,-1%,3%,16%,0%,-8%,3%,5%,Cc1ccc(/C=N/n2nnnc2N)o1
-7%,0%,0%,-5%,-7%,0%,-2%,48%[activator],-18%,C=CCN1C(=O)CSc2ccc(C(=O)NCc3ccc(F)cc3)cc21
-8%,3%,3%,-7%,25%,.,-16%,20%,6%,CNC(=O)C(=O)NCC1CCCN1S(=O)(=O)c1cccs1 (configuration not stated)
-3%,?,3%,-5%,26%,-6%,-16%,30%,5%,Cc1cc2c(c(SCC(=O)NCc3ccccc3Cl)n1)C(=O)OC2
-9%,3%[12.7 µM],0%,0%,3%[58.9 µM],-6%,-21%,8%,3%,Nc1ccc2oc3ncccc3c(=O)c2c1
6%,5%[59 µM],3%,0%,37%[activator],-6%,-7%,27%,-11%,O=C(COc1ccc(F)cc1)OCc1cc(=O)n2nc(C3CC3)sc2n1
-3%,0%,-2%,7%,25%,-7%,7%,72%[activator],0%,Cc1ccc(-c2nc(C3CCCN(S(=O)(=O)c4ccc(C)cc4)C3)no2)cc1 (configuration not stated)
4%,?,-1%,0%,23%,-1%,8%,51%[activator],-14%,CCCCCc1cc(=O)[nH]c(=S)[nH]1
-10%,?,-4%,-3%,31%[activator],-3%,?,-10%,-1%,O=S(=O)(N/N=C/c1ccccc1F)c1ccccc1
-15%,-12%,-3%,1%,1%,5%,-9%,21%,8%,COc1cc(CNCCO)ccc1OCC(=O)Nc1ccc(Br)cc1
9%,7.9µM*,?,-1%,86%[activator],-15%,-36%,?,.,COc1ccccc1NS(=O)(=O)c1cc(NC(=O)c2ccncc2)ccc1N1CCCC1
i,14%,-1%,2%,59%[activator],-2%,-6%,31%,0%,Cn1cnnc1SCC(=O)Nc1ccc(N2CCOCC2)cc1
10%,-31%,7%,7%,11%,1%,-10%,31%,?,O=C(c1ccco1)N1CCN(C(=O)c2ccccc2[N+](=O)[O-])CC1
-9%,-6%,0%,-10%,5%,3%,-25%,31%,-7%,NC1=NC(c2cccc(O)c2)n2c(nc3ccccc32)N1 (configuration not stated)
-9%,22%[59 µM],2%,2%,3%,1%,-18%,50%[activator],-5%,O=C(NCCN1C(=O)C2C3C=CC(C3)C2C1=O)N1CCCCC1 (configuration not stated)
-9%,56µM*,7%,2%,26%,-4%,-24%,21%,-25%,N#C/C(=C\c1cccs1)C(=O)Nc1ccccn1

# An excerpt; the hit share may differ from the screen's.
